Source: PubChem (several laboratories)
HIV fusion peptide – cell-free HIV fusion peptide-binding blockers – biochemical, uHTS, fluorescence dequenching, primary screen (AID 1986); cell-free peptide binding, fluorescence dequenching, 30 min; higher % means a stronger effect; inhibition, % at 20 µM, or IC50 in µM where a hit was titrated; 290,000 compounds, 0.3% hits; in the data active = inhibition mostly above about 52%, no sharp cut-off; inactive = mostly below about 76%; note: some results filed as inactive read as strong as hits
MgcRacGAP inhibition – MgcRacGAP GTPase-activating activity inhibitors, confirmation, biochemical, ADP Hunter fluorescence; MgcRacGAP-stimulated Rac1 GTP hydrolysis, ADP Hunter fluorescence; higher % means a stronger effect; GST-tagged Rac1 F28L mutant substrate; inhibition, % at 30 µM; hits with a dose series show IC50 in µM; 340,000 compounds, 0.6% hits;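 active = first-screen hits whose inhibition reached a set limit at any dose in the follow-up dose series; inconclusive = inhibition above the set first-screen limit but never retested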;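 note: fluorescence reports GDP produced by GAP-driven GTP hydrolysis; strong numbers were not always called active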
PhoP inhibition – PhoP-dependent GFP reporter repression – Salmonella Typhimurium, primary screen (AID 1863); inhibition, % at 50 µM; hits with a dose series show IC50 in µM; S. Typhimurium PhoP-regulated promoter GFP reporter, 4 h; higher % means a stronger effect; 300,000 compounds, 0.16% hits;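 active = inhibition over 29.93%, a cutoff 3 SD above the screen mean, later confirmed by dose response; inconclusive = inhibition over 29.93% but no dose response follow-up; inactive = inhibition at most 29.93% or unconfirmed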;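 note: 0% = low Mg2+ inducing control and 100% = high Mg2+ repressing control; strong numbers were not always called active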
NS5 inhibitors – flavivirus cap methylation enzyme inhibition – biochemical, confirmation dose response, primary screen (AID 588689). one-dose inhibition, % at 25 µM; IC50 in µM for titrated hits. Dengue-2 NS5 methyltransferase capping enzyme assay, biochemical; higher % means a stronger effect. 340,000 compounds, 0.3% hits; in the data active = a potency from the dose series; inconclusive = inhibition above about 29% without an active follow-up result
GPR35 arrestin U2OS – inhibition of zaprinast-stimulated GPR35 beta-arrestin translocation – imaging, U2OS, beta-arrestin-GFP, zaprinast agonist, primary screen (AID 2058) | U2OS GPR35 beta-arrestin-GFP translocation imaging, zaprinast antagonism; higher % means a stronger effect | inhibition, % at 10 µM, or IC50 in µM where a hit was titrated | 290,000 compounds, 0.052% hits;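 active = inhibition of at least 50% with at least 30 cells and total cytoplasm GFP at most 10,000,000; inconclusive = under 30 cells or total GFP of 10,000,000 plus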
RSV CPE inhibition – inhibition of RSV-induced cytopathic effect – HEp-2 cells, primary 10 µM value included (AID 2391); HEp-2 cells, RSV-induced CPE inhibition; higher % means a stronger effect; CPE inhibition, % at 10 µM, or IC50 in µM where a hit was titrated; 310,000 compounds, 0.13% hits; in the data active = a potency from the dose series; inconclusive = CPE inhibition mostly from about 23% at the one dose, without a potency; inactive = the rest, 99 in 100 with CPE inhibition below about 21%; note: strong numbers were not always called active
K1F lysis inhibition – protection from phage-mediated lysis, alamar blue read-out – E. coli UTI89, K1F phage, bacterial capsule biogenesis inhibitors (AID 488966). E. coli UTI89 K1F phage lysis, alamar blue, 2 h; higher % means a stronger effect. inhibition, % at 100 µM, or IC50 in µM where a hit was titrated. 340,000 compounds, 0.02% hits;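 active = phage lysis inhibition, versus mean bacterial control, above a set limit; inconclusive = no clear call, values can overlap the other calls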;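 note: capsule biogenesis inhibitors block K1F phage lysis so surviving cells raise fluorescence; higher fluorescence means more inhibition of phage lysis; actives were called in the ten point dose series up to 300 µM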
GPR55 LPI antagonism – inhibition of LPI-stimulated GPR55 beta-arrestin translocation – imaging, U2OS, beta-arrestin-GFP, LPI agonist, primary screen (AID 2013); U2OS GPR55 beta-arrestin-GFP translocation imaging, LPI antagonism; higher % means a stronger effect; one-dose inhibition, % at 10 µM; IC50 in µM for titrated hits; 290,000 compounds, 0.13% hits;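 active = spots per cell inhibited over 60%, with over 100 cells counted and total cytoplasm intensity under 500,000; inconclusive = wells with under 100 cells, flagged as likely toxic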;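 note: U2OS cells stably carrying GPR55 and arrestin-GFP stimulated by 5 µM LPI near EC80; imaged beta-arrestin-GFP aggregate spots per cell after agonist stimulation; plate controls were LPI-stimulated DMSO wells for no effect and DMSO wells without LPI for full effect; some results filed as inactive read as strong as hits; confirmed hits need IC50 under 10 µM and bright autofluorescent wells are also inconclusive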
SV40 large T antigen – TAg ATPase/helicase activity blockers – biochemical (AID 1903); SV40 large T antigen ATPase/helicase inhibition assay; higher % means a stronger effect; one-dose inhibition, % at 20 µM; IC50 in µM for titrated hits; 310,000 compounds, 0.39% hits; in the data active = a potency from the dose series; inconclusive = inhibition mostly from about 32% at the one dose, without a potency; inactive = the rest, 99 in 100 with inhibition below about 32%; note: strong numbers were not always called active
NS5 inhibitors pilot replicate – also measured in NS5 inhibitors; calls as there; inhibition, %; measured here: pilot screen replicate inhibition
Starred values were filed as active, the others as inactive; ? = inconclusive; / = not tested or not shown; [ ] = dose if it differs, or a comment.

SMILES | HIV fusion peptide | MgcRacGAP inhibition | PhoP inhibition | NS5 inhibitors | GPR35 arrestin U2OS | RSV CPE inhibition | K1F lysis inhibition | GPR55 LPI antagonism | SV40 large T antigen | others
Cc1ccc(N=Cc2ccc(O)cc2O)cc1F | 14% | 2% | 12% | 21% | 8% | 2.6% | -0.6% | -8% | 2%
CCN1CCN(c2cc(=O)n(-c3cc(Cl)ccc3C)c(=O)[nH]2)CC1 | -2.2% | 8% | -3% | 10% | 4% | 2.9% | -1.1% | -11% | 0%
CCc1cc2c(=O)n(CC(=O)NC3CCCCC3)cnc2s1 | -0.2% | -2% | -5% | -3% | 2% | 1.6% | 0.0% | -23% | -1%
O=C(c1ccc(F)cc1)C1CCN(C(=O)c2ccccc2F)CC1 | 0.9% | 8% | -6% | -1% | -4% | 8.0% | 0.2% | -10% | 8%
COc1ccc(/C=C/C(=O)OC2CCCN(C)C2)cc1 (configuration not stated) | 2.1% | 1% | 10% | -6% | 8% | -0.7% | 0.0% | -3% | 15%
COC(=O)c1cc(S(=O)(=O)NCC2CCN(Cc3cccc(Cl)c3)CC2)c[nH]1 | -0.3% | 12% | -9% | 0% | -8% | -2.0% | 0.5% | 5% | 13%
Nc1ccc2nc(-c3cccc(-c4nc5ccc(N)cc5[nH]4)c3)[nH]c2c1 | -5.4% | 26% | 12% | 13% | 15% | 1.5% | 0.2% | -2% | 19%
Cc1cc(O)c(C(C)C)cc1NC(=O)c1ccc(Cl)cc1 | -1.8% | 3% | -3% | -3% | -2% | 5.7% | 0.0% | 19% | 0%
COc1ccc(NC(=O)c2cc3ccc(O)cc3o/c2=N\O)cc1 | 2.6% | 42µM* | -8% | -6% | -3% | -2.2% | 0.3% | -1% | 9%
CCOC(=O)Cn1nc(/C=C/c2ccc(C)cc2)ccc1=O | -1.6% | 7% | -3% | 0% | -9% | 21% | 0.1% | -11% | -5%
O=C(O)CCCCCNC(=O)/C(=C\c1ccco1)NC(=O)c1ccco1 | 17% | 1% | 2% | 5% | 0% | 2.1% | -0.4% | -20% | 8%
Fc1ccc(CN2CCCCCCC2)c(F)c1 | 3.1% | 18% | 3% | 1% | -4% | -0.4% | -0.1% | 19% | 0%
COc1ccc(CC(=O)O/N=C(\N)Cc2ccc([N+](=O)[O-])cc2)cc1 | 0.8% | 10% | -9% | 1% | 0% | 2.6% | 0.3% | 10% | 11%
COc1cc2c(cc1OC)C(C)N(S(=O)(=O)c1ccc(C)cc1)CC2 (configuration not stated) | -1.3% | 2% | 0% | -3% | 0% | 14% | -0.2% | 11% | -2%
CC1=CC(C)(C(Cl)Cl)C(C)=CC1=O (configuration not stated) | 0.1% | -2% | 6% | 1% | -4% | 3.1% | -0.3% | 10% | 17%
O=C(Nc1ccc(S(=O)(=O)N2CCCCC2)cc1)C1CC1 | 0.4% | 6% | 7% | -8% | -7% | 5.3% | 0.2% | 11% | 3%
COc1ccc2nc3oc(C(=O)N4CCCCC4)cc3cc2c1 | -1.0% | 5% | -9% | -4% | -3% | 5.3% | 1.0% | 5% | 1%
O=[N+]([O-])c1ccccc1Nc1ccc(O)cc1 | -6.0% | 23µM* | 3% | -5% | 10% | 13% | -1.0% | 1% | 28%
COCCCC1CCN(C(=O)c2cc(COc3cc(C)ccc3C)on2)CC1 | 1.5% | 4% | -4% | -3% | 5% | ? | 0.0% | 10% | 17%
COc1ccc(Nc2cc(C(=O)NCCCN3CCN(C)CC3)c3ccccc3n2)cc1 | -1.0% | 11% | -1% | -6% | 11% | -1.6% | 3.9% | 10% | 13%
NC(=O)CC(NC(=O)Cc1ccc(Br)cc1)c1ccc(N2CCCCCCC2)c([N+](=O)[O-])c1 (configuration not stated) | -1.2% | 6% | 4% | -2% | 7% | 1.5% | 0.1% | -12% | 12%
CC1(C)CC(=O)C2=C(C1)Nc1cc3c(cc1C2c1ccc(F)cc1)OCO3 (configuration not stated) | 0.8% | 1% | 2% | 4% | 7% | 13% | 8.6% | 24% | 23%
CC(C)C[C@H](NC(=O)c1nc[nH]c1C(=O)N(C)Cc1ccccc1)C(=O)OC(C)(C)C | -1.0% | 2% | 6% | 1% | -4% | -2.8% | 1.5% | 4% | 7%
N=c1c2ccccc2nnn1-c1cccc(C(F)(F)F)c1 | -1.2% | -3% | -8% | 6% | 10% | 4.2% | -0.5% | 7% | 4%
CC(=O)Oc1ccc(C(=O)OCC(=O)c2c(N)n(C)c(=O)n(C)c2=O)cc1OC(C)=O | 3.6% | ? | 2% | -2% | -7% | -0.8% | 0.3% | -9% | 8.6µM*
O=C(CCNS(=O)(=O)c1cccs1)N1CCN(c2cccc(Cl)c2)CC1 | 1.0% | 7% | 4% | -7% | -3% | 1.8% | 0.1% | 2% | 10%
COC(=O)Nc1nc(-c2cc(Cl)ccc2Cl)cs1 | 0.6% | 9% | -6% | 1% | -1% | 1.7% | 0.4% | 9% | -1%
CCCc1[nH]nc2c1C(c1ccncc1)C(C#N)=C(N)O2 (configuration not stated) | -1.0% | 4% | -9% | 5% | -13% | 0.2% | 0.1% | -4% | 14%
COc1ccc(C2=NNC(c3ccco3)=Nc3ccc(F)cc32)cc1 | -2.2% | 4% | 12% | -8% | 2% | 1.9% | -0.2% | 37% | -2%
CCOc1ccc(OCCC(=O)NNC(=O)c2cc(C)oc2C)cc1 | / | 11% | 3% | -6% | / | 1.0% | 0.8%[50 µM] | / | 4%
CSCCC1NC(=O)N(CC(=O)N2N=C(c3ccc(Cl)cc3)CC2c2ccco2)C1=O (configuration not stated) | 0.3% | 3% | 8% | -5% | 8% | 5.9% | 0.2% | -3% | 1%
CCCc1nnc(SCC(=O)N(CC)CC)n1CC1CCCO1 (configuration not stated) | 4.4% | 8% | -5% | -6% | -3% | -0.8% | -0.1% | -5% | 6%
C/C(N)=C(/C#N)C(=O)COC(=O)CSc1ccc2ccccc2c1 | 1.3% | 9% | -10% | 8% | -8% | 2.9% | -0.1% | -3% | 10% | NS5 inhibitors pilot replicate=0.3
CC1=CC(=C2C(=O)c3ccccc3C2=O)C=C(C)N1Cc1ccco1 | 16% | 13% | -1% | 5% | 12% | 4.8% | -0.3%[50 µM] | -12% | 3%
Cc1[nH]n(-c2ccccc2)c(=O)c1CCOC(=O)c1ccc(C(F)(F)F)cc1 | -0.8% | 5% | 11% | -10% | 3% | 17% | 0.4% | -1% | 4%
O=C1Cc2cc(S(=O)(=O)Nc3ccccc3Cl)cc3c2N1CCC3 | -1.3% | 15% | -3% | -2% | -1% | 2.5% | 0.6% | 14% | 6%
CCCn1c2ccccc2c2cc(C(=O)O)ccc21 | -0.4% | 5% | 7% | 1% | -1% | 2.5% | 0.1% | 7% | 7%
CC(=O)c1ccc(S(=O)(=O)N(C)CC(=O)Nc2ccc(C)cc2)cc1 | / | 7% | / | 1% | / | 0.8% | 0.4%[50 µM] | / | /
Cc1ccc(Sc2c([N+](=O)[O-])c(C)nn2C)cc1 | 0.7% | 9% | -3% | 2% | 5% | -0.4% | -1.1% | 8% | 5%
O=C(Nc1c[nH]c2c(Cl)cccc2c1=O)N1CCN(c2ccccn2)CC1 | -0.3% | 12% | -4% | -1% | 4% | 2.5% | 1.5% | 3% | 8%
Cc1cc(NC(=O)c2ccc([N+](=O)[O-])cc2)no1 | -1.5% | 7% | 0% | -7% | 5% | 1.7% | -0.9% | 11% | 12%
CN(C)CCNC(=O)C1(O)c2cc(Br)ccc2NC(=O)N1c1ccc(Cl)cc1 (configuration not stated) | 0.4% | 6% | -3% | -1% | -3% | 1.5% | -0.9%[50 µM] | 5% | 8%
O=C(NC1CCCC1)C(c1c(F)cccc1Cl)N(C(=O)c1csnn1)C1CC1 (configuration not stated) | 1.5% | 7% | -6% | -2% | -6% | 1.0% | 0.2% | 2% | 3%
CC(=O)c1cccc(S(=O)(=O)NCCCN2CCOCC2)c1 | / | 6% | / | 1% | / | -0.2% | 0.1%[50 µM] | / | /
Cc1c(OCC(=O)NCCCn2ccnc2)ccc2c3c(c(=O)oc12)CCCC3 | 1.3% | 9% | -4% | -15% | -3% | 0.1% | -0.3% | 5% | 5%
CCn1c(=NC(=O)c2cccc(N3C(=O)CCC3=O)c2)sc2c(OC)ccc(OC)c21 | 0.1% | 10% | -3% | -2% | -2% | 0.4% | -1.5% | 6% | 0%
CCOc1cc2ccccc2cc1C(=O)Nc1ccccn1 | / | 14% | -10% | / | / | 4.8% | -0.6% | / | 6%
COCC(C)n1c(SCC(=O)N2CCc3ccccc3C2)nc2ccccc2c1=O (configuration not stated) | 2.3% | 6% | -4% | -4% | -1% | 2.9% | 1.5%[50 µM] | 3% | 5%
CCOC(=O)C1=NN(C(=O)c2ccc(OC)cc2)C(O)(c2ccc(Cl)cc2)C1 (configuration not stated) | 29% | 9% | 8% | -28% | 22% | 1.7% | -0.2% | 17% | 5%
COc1ccc(C(=O)NCCS(=O)(=O)NC(C)c2ccccc2)cc1 (configuration not stated) | / | 2% | 7% | -1% | / | 0.3% | 0.1%[50 µM] | / | 22%
Cc1nc(C)c(C(=O)N/N=C/c2cc(Br)ccc2O)s1 | 0.1% | 10% | -2% | -4% | -9% | ? | 0.7% | 6% | 7%
CCOC(=O)c1nc(N)sc1C(=O)OCC | 0.2% | 17% | 25% | -12% | 3% | 1.8% | 0.5% | -4% | 13%
CN1CCN(c2ccccc2NC(=O)c2ccc([N+](=O)[O-])o2)CC1 | -1.2% | 2% | 3% | -5% | 7% | 1.2% | -1.2%[50 µM] | -21% | 24%
Cc1ccccc1/C=C/C1=NCCN1 | / | 15% | -12% | -4% | / | -2.1% | 0.9% | / | 10%

Some of these compounds in order of count of non-hydrogen atoms, falling.
SMILES | HIV fusion peptide | MgcRacGAP inhibition | PhoP inhibition | NS5 inhibitors | GPR35 arrestin U2OS | RSV CPE inhibition | K1F lysis inhibition | GPR55 LPI antagonism | SV40 large T antigen | others
COc1ccc(C(=O)NCCS(=O)(=O)NC(C)c2ccccc2)cc1 (configuration not stated) | / | 2% | 7% | -1% | / | 0.3% | 0.1%[50 µM] | / | 22%
CN1CCN(c2ccccc2NC(=O)c2ccc([N+](=O)[O-])o2)CC1 | -1.2% | 2% | 3% | -5% | 7% | 1.2% | -1.2%[50 µM] | -21% | 24%
CCOC(=O)c1nc(N)sc1C(=O)OCC | 0.2% | 17% | 25% | -12% | 3% | 1.8% | 0.5% | -4% | 13%
